CASP6 VEID inh = human caspase-6 inhibitors, primary screen, biochemical, VEID-R110 fluorescence, single point, set 2; P55212; purified caspase-6, Z-VEID-R110 cleavage fluorescence; inhibition, % at 12.5 µM; 350,000 compounds, 0.53% hits;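 active = mean inhibition across replicates at least about 35%, with every replicate also reaching that limit, limit read from the data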;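 note: 0% = median of neutral control wells and 100% = no fluorescence left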
Target sequence (P55212 24-179 limits assumed): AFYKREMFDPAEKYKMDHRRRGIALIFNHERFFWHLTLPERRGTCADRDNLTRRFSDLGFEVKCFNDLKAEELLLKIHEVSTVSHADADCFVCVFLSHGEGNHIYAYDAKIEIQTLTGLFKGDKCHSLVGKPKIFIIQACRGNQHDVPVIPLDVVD
Target sequence (P55212 194-293 limits assumed): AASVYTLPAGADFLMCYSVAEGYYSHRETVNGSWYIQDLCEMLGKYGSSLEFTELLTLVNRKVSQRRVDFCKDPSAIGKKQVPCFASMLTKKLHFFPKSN
PAX8 reporter = inhibitors of PAX8-driven TPO luciferase reporter, primary screen, RMG-I cells, single concentration. inhibition, % at 12.6 µM. AID 652154, 2013. SteadyGlo, 24 h. 360,000 compounds, 1.2% hits;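 active = mean replicate inhibition at least 60% with every replicate also reaching 60%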;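 note: luciferase light reporting Pax8 driven TPO promoter activity; plate controls were median of neutral control wells for no effect and mitoxantrone controls for full effect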
PGC1a acetyl inh = inhibitors of PGC1a acetylation signal, primary screen, cell-based, U2OS, AlphaScreen, inhibitor mode; AlphaScreen anti-acetyl-lysine; with virally co-expressed GCN5 acetyltransferase; inhibition, % at 15.6 µM; 350,000 compounds, 0.17% hits; AID 651687, 2012;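 active = every replicate shows inhibition of at least 40%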;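 note: 0% = neutral control wells and 100% = positive control wells; some results beyond the cut were filed as inactive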
LGR2 inh = inhibitors of bursicon-induced LGR2 CRE-luciferase signal, primary screen, cell-based, HEK293, CRE-luciferase reporter, bursicon stimulation; Drosophila bursicon receptor LGR2 (rickets); bursicon-stimulated, 4 h; inhibition, % at 9.99 µM; 380,000 compounds, 0.35% hits;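 active = drop in luminescence signal, shown as inhibition above about 50% in the replicate tests, limit read from the data, passing the limit was not always enough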;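 note: agonist challenge used bursicon conditioned medium at about half maximal strength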
Cneo AK release = Cryptococcus neoformans cell lysis inducers, primary screen, AK release luminescence, single concentration; C. neoformans lysis, adenylate kinase release luminescence, 4 h; normalised: neutral wells 0, clomiphene wells 100; lysis activity, % at 15 µM; 360,000 compounds, 0.2% hits;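 active = mean lysis activity across replicates of at least 80%, whatever share of replicates individually reach that level; inactive = mean lysis activity below 80%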
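Material – Cryptococcus neoformans yeast cells · Quantity – 5 × 10^6 yeast cells/mL · Buffer or medium – YPD medium · Compound – single dose · Timing – 4 h static compound exposure, 37 °C, read 1 h post-reagent · Signal – adenylate kinase release luminescence · Read-out basis – lysis from increased AK signal · Benchmarks – Clomiphene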
miR122 inh = miR-122 Renilla sensor signal increase in Huh7, primary screen, miR-122 inhibitor project, cell-based, single point, plate reader; Huh7 miR-122 Renilla luciferase sensor, 48 h; neutral wells = 0, positive control = 100; 340,000 compounds, 0.3% hits; AID 602342, 2012; activation (reporter increase), % at 12.5 µM;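 active = mean replicate activation score at least 90 and every replicate individually at or above 90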;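 note: higher luciferase means less miR-122 activity so hits act as miR-122 inhibitors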
FN deposition inh = inhibitors of fibronectin matrix deposition, primary screen, AH1F cells, Alexa488-fibronectin fluorescence, plate reader. AH1F fibroblasts, overnight. inhibition, % at 12.6 µM. 350,000 compounds, 0.086% hits. AID 743247, 2014;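 active = mean inhibition across replicates of 30% or more, regardless of how many single replicates reach that level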;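 note: positive control wells lacked labelled fibronectin entirely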
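Material: AH1F fibroblast monolayer depositing Alexa488-labelled fibronectin into matrix / Amount: 10000 AH1F cells per well / Signal: fluorescence 485/525 nm / Medium: DMEM, 2% serum / Compound: single dose, pinned / Incubation: 1 h cell adhesion before compound, then overnight fibronectin incubation / Reagent: Alexa488-FN, 24 nM final / Read-out: inhibition of fibronectin deposition signal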
EWS-Fli block = EWS/Fli-driven NR0B1 reporter inhibitors, primary screen, A673 cells, NR0B1 luciferase, luminescence, MLPCN library; viability-normalised; inhibition, % at 12.6 µM; 350,000 compounds, 0.67% hits; AID 651661, 2012;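 active = mean inhibition of at least 50% after viability correction, with every replicate also passing that limit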;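 note: firefly luciferase signal divided by Alamar Blue viability fluorescence both relative to DMSO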
Starred values were filed as active, the others as inactive; & = joins results of further samples; [ ] = remark or other dose.

Screening Cc1ccc(S(=O)(=O)N(C)C[C@@H]2Oc3ccc(NC(=O)Cc4cn(C)c5ccccc45)cc3CC(=O)N([C@H](C)CO)C[C@@H]2C)cc1 returned CASP6 VEID inh 0, PAX8 reporter 3, PGC1a acetyl inh -7, LGR2 inh -9, Cneo AK release 43, miR122 inh -11[16.7 µM] and EWS-Fli block -11.
For CCOC(=O)N1CCC(NC(=O)CSCc2nc(-c3ccccc3Cl)oc2C)CC1 the results were CASP6 VEID inh 3, PAX8 reporter -4, PGC1a acetyl inh -7, LGR2 inh 4, Cneo AK release 1, miR122 inh -4, FN deposition inh 8 and EWS-Fli block -3.
CCNC(=O)[C@H]1[C@H](CO)[C@H]2Cn3c(ccc(-c4ccccc4F)c3=O)[C@@H]1N2S(C)(=O)=O was read as CASP6 VEID inh -1, PGC1a acetyl inh 1, LGR2 inh -1 and EWS-Fli block 16.
`COc1cc(S(=O)(=O)Nc2ccccc2C)ccc1NC(=O)c1ccncc1` gave CASP6 VEID inh 1, PAX8 reporter 5, PGC1a acetyl inh -3, LGR2 inh 0, FN deposition inh 6 and EWS-Fli block 0.
`CCC(=O)/C=C1\Sc2ccc(OC)cc2N1CC` gave PAX8 reporter 6, Cneo AK release -3, miR122 inh 3 and FN deposition inh -10.
For COCCCNC(=O)CN(c1ccc(Cl)c(Cl)c1)S(C)(=O)=O the results were CASP6 VEID inh -3, PGC1a acetyl inh -14, LGR2 inh -2, Cneo AK release 1, miR122 inh -5 and EWS-Fli block 10.
O=C(CCNC(=O)N1CCn2c1nc1ccccc12)NCc1ccccc1Cl was read as CASP6 VEID inh 3, PAX8 reporter 2, PGC1a acetyl inh -1, LGR2 inh 0, Cneo AK release -1, miR122 inh -3, FN deposition inh 1 and EWS-Fli block 1.
Screening Cc1ccc(/C=C/C(=O)c2ccc([N+](=O)[O-])o2)cc1 returned CASP6 VEID inh 4, PAX8 reporter 27, LGR2 inh 16, FN deposition inh 4 and EWS-Fli block 64*.
Screening C[C@H]1CN([C@@H](C)CO)S(=O)(=O)c2ccc(Br)cc2O[C@H]1CN(C)C(=O)c1cccc(F)c1 returned CASP6 VEID inh 5&2, PAX8 reporter 0, PGC1a acetyl inh -11&-15, LGR2 inh -29&-9, Cneo AK release 0&-1, miR122 inh 3, FN deposition inh -2&1 and EWS-Fli block 3&-9.
Cc1ccccc1-c1ccc2c(c1)O[C@H](CN(C)C(=O)Nc1ccc(C(F)(F)F)cc1)[C@H](C)CN([C@H](C)CO)S2(=O)=O was read as CASP6 VEID inh -1, PAX8 reporter 83*, PGC1a acetyl inh 17, LGR2 inh -8, Cneo AK release 1, miR122 inh -1[16.7 µM], FN deposition inh 6 and EWS-Fli block 15.
`CNC(=O)C[C@@H]1CC[C@H]2[C@@H](COc3ccc(NC(=O)NC(C)C)cc3C(=O)N2C)O1` gave PAX8 reporter -16, PGC1a acetyl inh -7, LGR2 inh 11, Cneo AK release -1, miR122 inh -70[16.7 µM], FN deposition inh -1 and EWS-Fli block 5.
Cc1ccc2ccccc2c1C(O)c1ncc(-c2ccccc2Cl)[nH]1 (configuration not stated) was read as CASP6 VEID inh -1, PAX8 reporter 4, LGR2 inh -5, Cneo AK release -2, miR122 inh 26, FN deposition inh 4 and EWS-Fli block 2.
`NC(=O)C(NN=C(c1ccccc1)c1ccccc1)c1ccccc1` (configuration not stated) gave CASP6 VEID inh -8, PAX8 reporter -13, LGR2 inh 6, Cneo AK release -1, miR122 inh 0 and EWS-Fli block 4.
For O=C(Nc1cccc(Cl)c1)Nc1c[nH]c(=O)[nH]c1=O the results were CASP6 VEID inh 2, PAX8 reporter -22, PGC1a acetyl inh 0, LGR2 inh 8, Cneo AK release -2, FN deposition inh 2 and EWS-Fli block 4.
CN(Cc1ccccc1)C(=O)Cc1ccccc1 was read as CASP6 VEID inh -1, PAX8 reporter 21, PGC1a acetyl inh 0, LGR2 inh -4, Cneo AK release 2, miR122 inh -3, FN deposition inh -2 and EWS-Fli block 1.
COc1ccccc1C(=O)CSc1ccccn1 was read as CASP6 VEID inh 2, PAX8 reporter -62, PGC1a acetyl inh 1, LGR2 inh -85, FN deposition inh -3 and EWS-Fli block -66.
For C/C=C/c1cnc2c(c1)C(=O)N([C@H](C)CO)C[C@@H](C)[C@H](CN(C)Cc1cncnc1)O2 the results were CASP6 VEID inh -2, PGC1a acetyl inh -10, LGR2 inh 16, Cneo AK release 1, FN deposition inh -2 and EWS-Fli block 1.
For O=C(C[C@@H]1C[C@H]2c3cc(NC(=O)Nc4ccccc4F)ccc3O[C@H]2[C@H](CO)O1)NCCc1ccccc1 the results were CASP6 VEID inh 2, PGC1a acetyl inh 3, LGR2 inh -6, Cneo AK release 17, miR122 inh -1[16.7 µM] and EWS-Fli block -36.
For O=C(C[C@H]1C=C[C@@H](NC(=O)c2ccccc2)[C@@H](CO)O1)NCc1ccncn1 the results were CASP6 VEID inh 1, PAX8 reporter 3, PGC1a acetyl inh -5, LGR2 inh -12, Cneo AK release -3 and EWS-Fli block -5.
`CC(=O)c1cccc(NC(=O)CSc2ncc(C(=O)Nc3ccccc3)c(=O)n2C)c1` gave CASP6 VEID inh 0, PAX8 reporter 25, LGR2 inh 1, Cneo AK release 0, FN deposition inh 6 and EWS-Fli block 6.
COc1ccccc1NC(=O)Cn1nc(Cc2cccnc2)c2ccccc2c1=O was read as CASP6 VEID inh 3, PAX8 reporter 27, LGR2 inh 0, FN deposition inh 6 and EWS-Fli block -1.
COc1ccccc1NC(=O)COC(=O)/C=C/c1ccc2c(c1)OCO2 was read as CASP6 VEID inh 0, PAX8 reporter -15, PGC1a acetyl inh -3, LGR2 inh -32, miR122 inh 1 and EWS-Fli block -11.
Screening CCOc1ccc(N(CC(=O)Nc2c(C)cccc2C)S(=O)(=O)c2c(C)[nH]c(=O)[nH]c2=O)cc1 returned CASP6 VEID inh 8, PAX8 reporter 7, PGC1a acetyl inh -5, LGR2 inh 4, Cneo AK release -2, miR122 inh -1, FN deposition inh -1 and EWS-Fli block -9.
For Cc1noc(NS(=O)(=O)c2ccc(NC(=O)c3ccc(OC(C)C)cc3)cc2)c1C the results were CASP6 VEID inh 1, PAX8 reporter -19, LGR2 inh 3, FN deposition inh -5 and EWS-Fli block -12.
O=C(C[C@@H]1CC[C@@H]2[C@H](COC[C@@H](O)CN2C(=O)Nc2cccc(F)c2)O1)NCc1ccccc1Cl was read as CASP6 VEID inh 10, PGC1a acetyl inh 7, LGR2 inh -56, Cneo AK release -4, miR122 inh 3[16.7 µM] and FN deposition inh 0.
`Cn1ccnc1C(O)c1cc(C(C)(C)C)c(O)c(C(C)(C)C)c1` (configuration not stated) gave LGR2 inh 6, Cneo AK release -15, miR122 inh 3 and FN deposition inh 21.
For Cc1cc(C=NCCCO)c(C)n1-c1cc(Cl)ccc1Cl the results were CASP6 VEID inh -5, PAX8 reporter 9, PGC1a acetyl inh -3, LGR2 inh 1 and EWS-Fli block 0.
`COc1ccc(C#Cc2ccc([C@H]3[C@H]4CN(C(=O)c5ccccc5)CC(=O)N4[C@H]3CO)cc2)cc1` gave CASP6 VEID inh 3, PAX8 reporter 11, PGC1a acetyl inh 1, LGR2 inh -3 and EWS-Fli block -5.
`CCOCCCNC(=O)C(NC(=O)Cc1cccs1)c1ccc(OC)cc1` (configuration not stated) gave CASP6 VEID inh -1, PAX8 reporter 9, PGC1a acetyl inh -1, LGR2 inh -2 and EWS-Fli block 6.
For COc1ccc(S(=O)(=O)Nc2cccc3c2O[C@H](CN(C)Cc2ccncc2)[C@H](C)CN([C@H](C)CO)C3=O)cc1 the results were CASP6 VEID inh 1, PAX8 reporter -3, PGC1a acetyl inh -1, LGR2 inh -4, Cneo AK release 54, miR122 inh 5[16.7 µM] and EWS-Fli block 13.
Screening COc1cccc([C@@H]2CC=C(C(=O)O)[C@H](c3ccc(C)cc3)N2S(=O)(=O)c2ccc(C)cc2)c1 returned CASP6 VEID inh 3, PAX8 reporter -5, PGC1a acetyl inh 13, LGR2 inh -3, Cneo AK release 4, miR122 inh -3, FN deposition inh -2 and EWS-Fli block -10.
Cc1cc(/C=C2\C(=N)N3N=C(C(C)C)SC3=NC2=O)c(C)n1-c1ccccc1 was read as CASP6 VEID inh 2, PAX8 reporter 8, LGR2 inh 44, FN deposition inh 11 and EWS-Fli block 5.
C/C=C/c1ccc2c(c1)O[C@H](CN(C)C(=O)c1cnccn1)[C@H](C)CN([C@H](C)CO)S2(=O)=O was read as CASP6 VEID inh 3, PAX8 reporter -9, PGC1a acetyl inh -9, LGR2 inh -2, Cneo AK release -4, miR122 inh -33[16.7 µM], FN deposition inh -14 and EWS-Fli block -10.
Cc1ccccc1-c1ccc([C@H]2[C@H](CO)N3CCCCN(C(=O)Nc4ccccc4)C[C@@H]23)cc1 was read as CASP6 VEID inh 0, PAX8 reporter -7, PGC1a acetyl inh -3, LGR2 inh -12, Cneo AK release 2, miR122 inh -7[16.7 µM] and EWS-Fli block 15.
`O=C(NCc1cccnc1)C1CCC(CNS(=O)(=O)c2cccc3nsnc23)CC1` (configuration not stated) gave CASP6 VEID inh 0, PAX8 reporter 23, PGC1a acetyl inh 3, LGR2 inh -12, Cneo AK release -3, miR122 inh 0, FN deposition inh -1 and EWS-Fli block -8.
For O=C(Nc1ccc(-c2ccccc2)cc1)[C@H]1[C@H](CO)[C@H]2Cn3c(cccc3=O)[C@H]2N1CC1CC1 the results were CASP6 VEID inh 3, LGR2 inh 2, Cneo AK release 1 and EWS-Fli block -29.
For O=C(CN1C(=O)NC2(CCCCCC2)C1=O)c1ccc(Cl)s1 the results were CASP6 VEID inh 1, PAX8 reporter -11, LGR2 inh 22, Cneo AK release 2, miR122 inh 1, FN deposition inh 1 and EWS-Fli block -13.
COc1cc2c(cc1OC)C(c1ccc(OC)c(OC)c1OC)CC(=O)N2 (configuration not stated) was read as CASP6 VEID inh -6, PAX8 reporter 18, LGR2 inh -9, Cneo AK release 0, FN deposition inh -1 and EWS-Fli block 1.
Screening Cn1cccc1CC(=O)NNC(=O)Nc1ccccc1F returned CASP6 VEID inh 4, PAX8 reporter -3, PGC1a acetyl inh 14, LGR2 inh -21, Cneo AK release -1, miR122 inh 3, FN deposition inh -25 and EWS-Fli block -17.

By substructure, the entries above containing an NH in an aromatic ring (3)
Cc1ccc2ccccc2c1C(O)c1ncc(-c2ccccc2Cl)[nH]1 (configuration not stated) was read as CASP6 VEID inh -1, PAX8 reporter 4, LGR2 inh -5, Cneo AK release -2, miR122 inh 26, FN deposition inh 4 and EWS-Fli block 2.
For O=C(Nc1cccc(Cl)c1)Nc1c[nH]c(=O)[nH]c1=O the results were CASP6 VEID inh 2, PAX8 reporter -22, PGC1a acetyl inh 0, LGR2 inh 8, Cneo AK release -2, FN deposition inh 2 and EWS-Fli block 4.
Screening CCOc1ccc(N(CC(=O)Nc2c(C)cccc2C)S(=O)(=O)c2c(C)[nH]c(=O)[nH]c2=O)cc1 returned CASP6 VEID inh 8, PAX8 reporter 7, PGC1a acetyl inh -5, LGR2 inh 4, Cneo AK release -2, miR122 inh -1, FN deposition inh -1 and EWS-Fli block -9.
